Compound activity as filed in PubChem BioAssay.
TbREL1 inh = TbREL1 RNA ligase inhibitors, primary screen, biochemical, FRET fluorescence | 89,000 tested, 0.49% active | AID 1117264, 2014 | inhibition, % at 9.66 µM | TbREL1 RNA ligation | RNA-editing ligase 1, mitochondrial (Trypanosoma brucei brucei), P86926;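 active = inhibition above the mean inhibition across all screened compounds plus 3 SD, cut at about 11% in these data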;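 also: 0% = plate median of test wells and 100% = NSC42067 control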
Target sequence (P86926 whole entry, looked up): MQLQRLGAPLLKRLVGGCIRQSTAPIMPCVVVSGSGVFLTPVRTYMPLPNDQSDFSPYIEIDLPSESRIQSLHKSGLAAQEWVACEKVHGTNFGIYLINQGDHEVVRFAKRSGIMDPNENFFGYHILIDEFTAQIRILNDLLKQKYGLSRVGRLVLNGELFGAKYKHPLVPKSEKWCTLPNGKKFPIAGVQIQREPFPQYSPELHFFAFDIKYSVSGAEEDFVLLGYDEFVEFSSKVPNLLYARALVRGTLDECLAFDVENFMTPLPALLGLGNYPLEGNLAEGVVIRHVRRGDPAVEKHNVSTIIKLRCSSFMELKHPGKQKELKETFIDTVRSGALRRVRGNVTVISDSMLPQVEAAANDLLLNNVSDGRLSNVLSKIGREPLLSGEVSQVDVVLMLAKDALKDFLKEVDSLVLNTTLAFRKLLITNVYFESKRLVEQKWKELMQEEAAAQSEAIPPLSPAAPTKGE
Starred values were filed as active, the others as inactive.

canonical_smiles	TbREL1 inh
O=C1C(NS(=O)(=O)c2cccs2)=C(N2CCN(Cc3ccccc3)CC2)C(=O)c2ccccc21	-4
COc1ccccc1NS(=O)(=O)c1ccc(C)c(NC(=O)c2ccc(S(=O)(=O)N3CCCCCC3)cc2)c1	-2
Cc1ccc(S(=O)(=O)N(C)C[C@H]2Oc3cc(C#CC4CCCC4)ccc3S(=O)(=O)N([C@H](C)CO)C[C@H]2C)cc1	2
Cc1ccc(C(=O)OCN2C(=O)c3ccccc3C2=O)c(O)c1	3
O=C(NN=Cc1ccccc1C(F)(F)F)c1cc(-c2ccc(Cl)cc2)n[nH]1	2
COC(=O)[C@]12CCCCC=C1N(Cc1ccc(OC)cc1)C(=O)[C@@H]2CC(=O)NCCc1ccccc1OC	-5
CCOc1ccccc1NC(=S)N1CCC(NC(=O)C(C)(C)C)CC1	-1
Cc1ccc(OC(=O)Cn2c(C(F)(F)F)nc3ccccc32)cc1	0
COc1ccc(-n2c(SCC(=O)Nc3ccc4cn[nH]c4c3)nnc2-c2ccccc2)cc1	-3
CCOC(=O)C1CCN(c2c([N+](=O)[O-])c(C(Cl)Cl)nn2-c2ccccc2)CC1	-1
O=C1NNC(c2ccccc2)=N/C1=C\c1ccccc1Cl	2
COCCNC(=O)C1(C)CCCN(Cc2ccccc2N(C)C)C1 (stereo not given)	-3
Nc1c(C(=O)NCc2ccco2)c2nc3ccccc3nc2n1CCc1ccc(F)cc1	0
COc1ccccc1CNS(=O)(=O)c1ccc2c(c1)CC(C)N2C(=O)C1CC1 (stereo not given)	-2
COc1ccc2ccccc2c1/C=N\n1c(C)cc(C)c(C(N)=O)c1=O	0
Cc1cc(C)nc(NC(=O)C(C)C)n1	1
Cc1ccc(C)c(NC(=O)C2CCCN2S(=O)(=O)c2ccc3c(c2)n(C)c(=O)c(=O)n3C)c1 (stereo not given)	3
O=S(=O)(NCCN1CCOCC1)c1ccc2ccccc2c1	2
Cc1snc(SCC(=O)N/N=C(\N)COc2cccc(C(F)(F)F)c2)c1C#N	-2
O=[N+]([O-])c1cc(/C=N/N2CCN(c3ccccc3)CC2)ccc1Cl	3
CCOC(=O)N/N=C(\CCC(=O)O)c1cccs1	0
COc1ccc(C2CC(=O)c3cnc(Nc4cc(C)cc(C)c4)nc3C2)cc1 (stereo not given)	0
CCc1ccc(NC(=O)CN2CCCN(S(=O)(=O)c3ccc(F)cc3)CC2)cc1	-5
COc1ccc(NC(=O)CNC(=O)Cn2cnc3sc4c(c3c2=O)CCCC4)cc1OC	0
Cc1ccc2cc(CCNC(=O)C3CCCC3)c(=O)[nH]c2c1	1

Brought forward from above: 2 compounds, then new ones.
canonical_smiles	TbREL1 inh
COc1ccc(NC(=O)CNC(=O)Cn2cnc3sc4c(c3c2=O)CCCC4)cc1OC	0
Cc1ccc2cc(CCNC(=O)C3CCCC3)c(=O)[nH]c2c1	1
O=C1CCC(C(=O)NC2(C(=O)NC3CCCCC3)CCCCC2)N1 (stereo not given)	3
FC(F)(F)c1cccc(-c2cc3ccccc3nc2N2CCCC2)c1	5
Cc1nc2nc(C)c(CCC(=O)NCc3ccc4c(c3)OCO4)c(C)n2n1	0
O=C(COc1ncnc2ccccc12)N1CCOCC1	2
COc1ccc(-c2coc3c(C(=O)NCCN4CCOCC4)cccc23)c(C)c1	-2
CSc1ccccc1C(=O)NCc1ccccc1C	1
O=C(NCCC1=CCCCC1)C1CCCN(c2nc3ccccc3o2)C1 (stereo not given)	3
Cc1ccc(NS(=O)(=O)c2ccc(C(=O)N3CC(C)CC(C)C3)cc2)cc1 (stereo not given)	0
O=S(=O)(Cc1ccccc1Cl)N1CCCCC1	7
COc1ccc(-c2csc(-c3ccccc3)n2)c(OC)c1	6
COc1cccc(NC(=O)c2cc(C(=O)Nc3cccc(OC)c3)n(C)n2)c1	-2
C=CCOc1ccc(/C(O)=C2/C(=O)C(=O)N(CCCN3CCOCC3)C2c2ccccc2)cc1 (stereo not given)	2
O=C(Cn1nc(C(=O)O)c2ccccc2c1=O)Nc1cccc(Br)c1	0
COc1ccc(C2CC(c3ccccc3)=NN2C(=O)COC(=O)c2ccc(S(C)(=O)=O)cc2)cc1 (stereo not given)	-2
COC(=O)c1c(C)nc2ccccc2c1-c1ccccc1	0
CC1(C(=O)NS(=O)(=O)c2cccc(OC(F)F)c2)CCN1C(=O)c1ccccc1CCc1ccccc1 (stereo not given)	-5
O=C1CC(c2ccc(Cl)cc2)CC(O)=C1C=NCCN1CCNCC1 (stereo not given)	-2
Cc1nn(CC(=O)NCc2cccnc2)c(=O)c2ccccc12	1
CC(C)OC(=O)NCCOC(=O)Nc1ccc(Cl)cc1	2
COc1cc(S(=O)(=O)N2CCN(c3ccccc3F)CC2)ccc1Cl	2
COc1ccc(C(=O)NC(C)c2ccc(-n3ccnc3)cc2)c(OC)c1 (stereo not given)	1
Fc1cccc(Cc2noc(CN3CCCN(C4Cc5ccccc5C4)CC3)n2)c1	-1
O=C1NC[C@@H](CCCCN2CCN(CCc3ccccc3)C(=O)C2=O)N(CCC2CCCCC2)C1=O	-2
Cc1c(Cl)cccc1NC(=O)CNC(=O)Cc1c[nH]c2ccccc12	-2
O=S(=O)(NCc1cc(-c2ccccc2)no1)c1ccccc1Cl	5
Cc1cc(C(=O)OCC(=O)NCc2ccc(Cl)cc2)c(C)o1	3
COc1cc(/C(C)=N\NC(N)=S)cc(OC)c1OC	3
O=C(CSc1cn[nH]n1)Nc1ccc(Cl)cc1Cl	-2
COc1cc(/C=C/C(=O)OCC(=O)c2ccc3c(c2)NC(=O)CO3)ccc1OC(F)F	0
COc1cc(C(=O)N2CCN(S(=O)(=O)c3cc(C)ccc3C)CC2)ccc1OCC(=O)N1CCOCC1	7
CCc1ccccc1NC(=S)N(CCN1CCOCC1)C1CCN(C(C)=O)CC1	-3
COc1ccc(Cc2nnc(NC(=O)c3c(-c4ccccc4)noc3C)s2)cc1OC	-2
COc1ccc(NC(=O)CSc2nnnn2C2CC3C=CC2C3)cc1 (stereo not given)	0
Cc1ccc(S(=O)(=O)NCCC(=O)NC2CCCC2)cc1	2
Cc1ccc(-c2cc(-c3nnc4sc(Cc5cccs5)nn34)[nH]n2)cc1	-5
CCOC(=O)C(NC(C)=O)(OCc1ccc(F)cc1)C(F)(F)F (stereo not given)	-4
CC(CC(=O)O)CC(=O)Nc1ccc(S(N)(=O)=O)cc1 (stereo not given)	0
CCN1CCN(c2nc(C)nc3c2sc(=S)n3C)CC1	3
CCN1CCN(C(=O)CSCc2nc(-c3ccc(OC)c(OC)c3)oc2C)CC1	-2
CCOc1ccc(N(CC(=O)NCc2ccc(F)cc2)S(=O)(=O)c2c(C)noc2C)cc1	4
O=C(COC(=O)C1CCCO1)Nc1cccc(C(F)(F)F)c1 (stereo not given)	-1
O=C(CN1C(=O)C2C3C=CC(C3)C2C1=O)NCc1ccccc1 (stereo not given)	4
Cc1oc(-c2ccccc2F)nc1CS(=O)CC(=O)NCc1ccc(Cl)cc1 (stereo not given)	-1
COc1ccc2[nH]c3c(c2c1)CCN1C(=O)C(CC(=O)NCC24CC5CC(CC(C5)C2)C4)C[C@H](C(=O)N2CCOCC2)[C@@]31CCC1CCCC1 (stereo not given in full)	-1
COc1ccc(Cn2cc(COC(=O)N3CCCC3)nn2)cc1	-2
CCc1ccc(S(=O)(=O)N2c3ccc(C)cc3C3CN(C)CCC32)cc1 (stereo not given)	1
CCc1ccccc1-n1c(SCC(=O)Nc2ccc3c(c2)OCCO3)nc2[nH]ncc2c1=O	0
O=C(Nc1cccc(S(=O)(=O)N2CCCC2)c1)c1cccc(OC(F)F)c1	0
CCN(CC)CC(=O)N1CCCC(N2CCN(c3cccc(C(F)(F)F)c3)CC2)C1 (stereo not given)	-4
CCCc1cc(=O)n2[nH]c(-c3ccc(C)cc3)cc2n1	0

Molecules listed so far containing a nitro group on carbon, in the order listed:
canonical_smiles	TbREL1 inh
CCOC(=O)C1CCN(c2c([N+](=O)[O-])c(C(Cl)Cl)nn2-c2ccccc2)CC1	-1
O=[N+]([O-])c1cc(/C=N/N2CCN(c3ccccc3)CC2)ccc1Cl	3

In the list so far, these have a furan ring, fused or not:
canonical_smiles	TbREL1 inh
Nc1c(C(=O)NCc2ccco2)c2nc3ccccc3nc2n1CCc1ccc(F)cc1	0
COc1ccc(-c2coc3c(C(=O)NCCN4CCOCC4)cccc23)c(C)c1	-2
Cc1cc(C(=O)OCC(=O)NCc2ccc(Cl)cc2)c(C)o1	3

Reformatted as labelled records: part of the list above.
Molecule: CCN1CCN(c2nc(C)nc3c2sc(=S)n3C)CC1
- TbREL1 inh: 3
Molecule: CCN1CCN(C(=O)CSCc2nc(-c3ccc(OC)c(OC)c3)oc2C)CC1
- TbREL1 inh: -2

(further entries)
canonical_smiles	TbREL1 inh
Cc1ccc(C(=O)C2CCN(CC(=O)N3CCOCC3)CC2)cc1	-1
O=C(NCc1ccccc1)[C@H]1CCCN1C(=O)[C@@H]1CCCN1C(=O)c1ccc(Cl)cc1Cl	5
C=C(C)C1CC=C(C)C(=NNC(=O)c2ccncc2)C1 (stereo not given)	1
COc1ccc([C@H]2Cc3cc(O)cc(O)c3C(=O)O2)cc1O	-2
COc1cccc(-c2nnc3n2N=C(c2cc(OC)ccc2OC)CS3)c1	-1
CCCn1c(N)c(C(=O)CSc2nnc(C3CC3)n2Cc2ccccc2)c(=O)n(C)c1=O	-2
OCCn1c(SCCOc2ccccc2F)nc2ccccc21	3
N#Cc1c(N2CCN(C(=O)c3ccccc3Cl)CC2)nc(-c2ccccc2)c2c1CCCC2	6
CC(=O)/C(N=Nc1ccc(-n2ccc(C(F)(F)F)n2)cc1)=C(\C)O	0
COC(=O)[C@]1(C)N[C@H](CN(C)S(=O)(=O)c2ccccc2)[C@@H]2C(=O)N(Cc3ccccc3)C(=O)[C@@H]21	-1
O=C(CCNS(=O)(=O)c1ccccc1F)N1CCN(Cc2ccccc2)CC1	-2
CCC(=O)Nc1nc(-c2cc([N+](=O)[O-])cs2)cs1	4
Cc1ccccc1CNC(=O)Cc1ccccc1[N+](=O)[O-]	-1
CCc1nc2ccc(C(=O)N(C)Cc3ccccc3)cn2c1N(C)Cc1ccc(OC)cc1	-4
CCCN1C2CCCC1CC(NC(=O)c1ccccc1F)C2 (stereo not given)	3
CCN(CC)CCNc1nc(-n2nc(C)cc2C)nc2sc3c(c12)CC(C)(C)OC3	10
CC(=O)N1CCN(CC(=O)Nc2ccccc2C(=O)NCc2ccc(C)cc2)CC1	-3
CCOC(=O)c1c(NC(=O)CN2CCOCC2)sc(C(=O)NC)c1C	0
COC(=O)c1ccc2c(=O)n(NC(C)=O)c(=S)[nH]c2c1	-3
COc1ccc(N=C(C)C2=C(O)COC2=O)cc1	-4
O=C(C1=NN[C@@H]2C(=O)N(c3cccc(C(F)(F)F)c3)C(=O)[C@H]12)c1ccc2ccccc2n1	-4
Cc1ccc(S(=O)(=O)N2CCC3(CC2)CC(=O)c2ccccc2O3)cc1	3
Cc1nc(SCC(=O)c2ccc(Cl)s2)c2oc3ccccc3c2n1	1
Cc1nnc(-c2cccc(Br)c2)c2cn(-c3ccccc3)nc12	1
CCc1cc(=O)oc2cc(C)cc(OC(=O)c3ccco3)c12	-1
CCN(CC)CCCNC(=O)C1(N[C@@H](Cc2c[nH]c3ccccc23)C(=O)NCC(OC)OC)CCCCC1	-2
COc1ccc(/C=N/NC(=O)Nc2cccc3nsnc23)cc1OC	1
Cc1cccc2cc(CN(CC3CCCO3)C(=O)c3ccco3)c(=O)[nH]c12 (stereo not given)	5
Cn1c(SCC(=O)NC2CCCCC2)nnc1-c1ccccc1F	3
COc1ccc(CN(C)C(=O)C2CC(=O)N(c3ccc4c(c3)OCCO4)C2)c(OC)c1 (stereo not given)	-1
CSc1nsc(SCC(=O)Nc2ccc(Br)cn2)n1	6
Cc1noc(NS(=O)(=O)c2ccc(NC(=O)c3ccccc3NS(=O)(=O)c3ccc(F)c(F)c3)cc2)c1C	-6
CN1CCCCC(NC(=O)c2c(F)cccc2F)C1=O (stereo not given)	1
Cc1sc2nc(C3CC3)nc(N3CCN(C(=O)c4ccc(F)cc4)CC3)c2c1C	-2
CC1(C)N=C(N)N=C(N)N1c1ccc(F)cc1F	1
CCOC(=O)C1(C)CCCN(C(=O)Cc2ccc3ccccc3c2)C1 (stereo not given)	4
CCCn1nnc(NC(=O)c2ccc(F)cc2)n1	-2
Cc1ccccc1NC(=O)Cc1nc(COC(=O)c2cccc(O)c2)cs1	-1
CCCCNC(=O)NC1(C(F)(F)F)Oc2ccccc2O1	0
CC1(C(=O)Nc2cccc(Oc3ccccc3)c2)Cc2c(-c3ccccc3)ccnc2O1 (stereo not given)	2
Cc1cccc(Cn2c(CN3CCN(Cc4ccccc4)CC3)nc3c2c(=O)[nH]c(=O)n3C)c1	3
O=C(C[C@H]1C(=O)N(C2CCCCC2)C[C@@H]1Cc1ccccc1)Nc1ccccc1	-1
CCOC(=O)[C@]12CCCC=C1N(CCC1=CCCCC1)C(=O)[C@H](CC(=O)N1CCC(c3ccccc3)CC1)C2	-1
Cc1cccc(C(=O)NCC(=O)N(C)Cc2nc3ccccc3c(=O)[nH]2)c1	1
CCn1c(-c2ccccn2)nc2cc(S(=O)(=O)N(C)C)ccc21	0
COc1ccc2c(c1)CCCN2C(=O)C1CCCN(S(=O)(=O)c2ccc(C(C)(C)C)cc2)C1 (stereo not given)	-4
Cc1ccc2nc(SCC(=O)N3CC(C)OC(C)C3)nc(=O)n2c1 (stereo not given)	2

Some of the compounds tested; count on the stated rates, not on these rows.
